STK33 inh – blocks human STK33 kinase activity. inhibition, % at 10 µM. purified STK33, MBP phosphorylation, ADP-Glo luminescence. Q9BYT3. hit rate 0.073% among 320,000. AID 2661;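 active = inhibition at or above 25%, using the most active replicate where run in duplicate; inactive = inhibition below 25%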
Target sequence (Q9BYT3 whole entry, looked up): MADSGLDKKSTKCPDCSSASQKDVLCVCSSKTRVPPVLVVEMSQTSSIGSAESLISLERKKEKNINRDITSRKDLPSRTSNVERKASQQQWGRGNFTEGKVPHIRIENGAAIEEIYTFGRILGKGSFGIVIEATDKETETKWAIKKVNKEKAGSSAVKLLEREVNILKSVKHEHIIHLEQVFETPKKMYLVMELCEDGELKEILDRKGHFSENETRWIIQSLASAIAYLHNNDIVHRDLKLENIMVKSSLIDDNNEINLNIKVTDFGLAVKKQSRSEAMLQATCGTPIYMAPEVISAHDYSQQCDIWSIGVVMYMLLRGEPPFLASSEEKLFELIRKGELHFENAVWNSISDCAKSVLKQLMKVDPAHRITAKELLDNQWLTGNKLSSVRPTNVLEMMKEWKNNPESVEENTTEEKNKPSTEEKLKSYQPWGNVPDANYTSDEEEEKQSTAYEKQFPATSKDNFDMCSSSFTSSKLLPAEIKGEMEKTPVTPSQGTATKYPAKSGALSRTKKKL
KCNQ2 inh – KCNQ2 channel blockers in CHO-K1 cells – cell-based, FluxOR thallium flux, B-score, primary screen (AID 2156) | O88943 | hit rate 1.1% among 310,000 | 20 min; stronger effect = lower value | B-score at 10 µM;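 active = fluorescence ratio B-score at most minus 3 library SDs, with starting brightness B-score within 2 library SDs, cut at about -5.5 in these data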
OX1R FRET antag – OX1R (human) antagonism | O43613 | OX1R-expressing cells, FRET antagonist read-out | inhibition, % at 6.6 µM | hit rate 1.8% among 330,000 | AID 485270; in the data active = inhibition mostly above about 38%, no sharp cut-off; inactive = mostly below about 40%;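 also: 0% = agonist challenge alone and 100% = reference antagonist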
Target sequence (O43613 whole entry, looked up): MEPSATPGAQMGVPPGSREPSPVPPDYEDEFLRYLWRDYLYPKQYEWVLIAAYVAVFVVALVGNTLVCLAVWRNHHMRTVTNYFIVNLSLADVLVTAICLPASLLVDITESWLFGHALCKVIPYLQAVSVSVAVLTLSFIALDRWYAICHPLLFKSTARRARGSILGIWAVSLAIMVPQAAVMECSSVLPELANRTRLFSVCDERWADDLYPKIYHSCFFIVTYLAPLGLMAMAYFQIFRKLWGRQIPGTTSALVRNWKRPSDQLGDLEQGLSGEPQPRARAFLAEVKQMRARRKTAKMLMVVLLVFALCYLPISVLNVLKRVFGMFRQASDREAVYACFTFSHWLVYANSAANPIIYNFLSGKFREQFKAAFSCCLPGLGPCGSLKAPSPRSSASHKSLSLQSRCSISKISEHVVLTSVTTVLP
An asterisk follows results filed as active; i = inactive; x = not tested or not shown.

Values run as follows: STK33 inh, KCNQ2 inh, OX1R FRET antag
(1) O=C(CNC(=O)c1ccc2c(c1)OCO2)Nc1cccc(Br)c1
  -1.2, x, 13
(2) Clc1ccc(SCCCCN2CCOCC2)cc1
  0.2, i, 8
(3) COC(=O)c1ccc(OC)c(-c2c(OC)cc(OC)cc2OC)c1
  0.0, i, 22
(4) O=C(CSc1nn(-c2ccc(F)cc2)c(=S)s1)NC(=O)NCc1ccco1
  -1.4, i, 1
(5) COc1ccc(C)cc1S(=O)(=O)N1CCC(C(=O)N2CCN(C)CC2)CC1
  -0.9, i, 14
(6) COc1cc(NC(=O)COC(=O)/C=C/c2c(C)nn(C3CCS(=O)(=O)C3)c2Cl)cc(OC)c1OC (stereo not given)
  0.8, i, 3
(7) COc1ccc(/C=C/CN2CCC(Oc3ccc(C(=O)N4CCCCC4)cc3)CC2)cc1
  -0.4, i, 0
(8) O=C(CN1C(=O)COc2ccccc21)N(CCCN1CCOCC1)CC1CC=CCC1 (stereo not given)
  0.2, i, 10
(9) Cc1nc2ccccc2c(=O)n1-c1ccc(F)c(NS(=O)(=O)c2ccccc2F)c1
  0.4, i, 2
(10) Cc1ccccc1C(=O)NC(CC(C)C)C(=O)Nc1ccc(S(N)(=O)=O)cc1 (stereo not given)
  -0.3, i, -2
(11) O=c1c2cc(F)ccc2sn1-c1ccc(F)cc1
  -3.2, x, 32*
(12) COc1ccc2c(=O)c(C(=O)O)c(-c3ccc4c(c3)OCO4)n(C)c2c1
  -0.9, i, 6
(13) Cc1ccc(C(NC(=O)Nc2ccccn2)C(Cl)(Cl)Cl)cc1F (stereo not given)
  -0.4, i, 13
(14) COCCn1c(N)c(C(=O)c2cccc(S(=O)(=O)N3CCCCCC3)c2)c(=O)[nH]c1=O
  0.3, x, 6
(15) CC(C)CN(C(=O)CN1C(=O)NC(c2ccccc2)(c2ccccc2)C1=O)C1CCS(=O)(=O)C1 (stereo not given)
  -0.1, x, 2
(16) CC1Sc2ccc(S(=O)(=O)CCC(=O)N3CCCC3)cc2NC1=O (stereo not given)
  -1.3, i, 9
(17) CCNC(=S)NCc1ccc(OC)c(OC)c1
  -0.7, i, 16
(18) COc1ccc(C2=NOC(Cn3nc(-c4ccccc4)cc3C(=O)NCc3cccc(Br)c3)C2)cc1 (stereo not given)
  0.0, x, 7
(19) O=C(Cn1nc(-c2ccccc2)nc1-c1ccccc1)OC1CCCCC1
  -0.8, -6.1*, 9
(20) C[C@H](CO)N1C[C@H](C)[C@@H](CN(C)Cc2ccc(Cl)c(Cl)c2)Oc2c(NC(=O)C3CCOCC3)cccc2C1=O
  0.3, x, 7
(21) CC(C)CC(O)(c1ccccc1)C(CN1CCOCC1)c1ccccc1 (stereo not given)
  -0.5, i, -4
(22) CCOCCN1CCN(C2c3ccccc3CSc3ccccc32)CC1 (stereo not given)
  0.3, i, 27
(23) CCN(CC(=O)Nc1ccccc1C(F)(F)F)C(=O)CSCc1c(C)noc1C
  0.4, i, 16
(24) Cc1ccccc1-c1nc2c3ccccc3nc(=S)n2[nH]1
  0.4, i, 8
(25) Cc1nn(-c2ccccc2)nc1CNS(C)(=O)=O
  -1.3, i, 11
(26) CC(=O)Nc1nnc(SCC(=O)NC2CC2)s1
  -0.7, i, 3
(27) O=C1CCC(C(=O)Nc2ccc(Cl)cc2)N1 (stereo not given)
  -0.6, i, 1
(28) COc1ccccc1C(=O)NC(CCSC)C(=O)N1CCN(C(C)=O)CC1 (stereo not given)
  -0.6, x, 7
(29) CCSCCOC(=O)C1=C(C)NC(=O)NC1c1ccccc1 (stereo not given)
  -0.5, i, 13
(30) O=C(NC(=S)Nc1cccc2ncccc12)c1ccco1
  4.6, i, 18

Records listed above that bear a hit mark in OX1R FRET antag:
Values run as follows: STK33 inh, KCNQ2 inh, OX1R FRET antag
(11) O=c1c2cc(F)ccc2sn1-c1ccc(F)cc1
  -3.2, x, 32*

Single records, from the list above. Order of values: STK33 inh | KCNQ2 inh | OX1R FRET antag
CC(C)CC(O)(c1ccccc1)C(CN1CCOCC1)c1ccccc1 (stereo not given) as listed: -0.5 | i | -4
Cc1ccc(C(NC(=O)Nc2ccccn2)C(Cl)(Cl)Cl)cc1F (stereo not given) as listed: -0.4 | i | 13
CCSCCOC(=O)C1=C(C)NC(=O)NC1c1ccccc1 (stereo not given) as listed: -0.5 | i | 13
O=C(CSc1nn(-c2ccc(F)cc2)c(=S)s1)NC(=O)NCc1ccco1 as listed: -1.4 | i | 1
COc1ccc(C2=NOC(Cn3nc(-c4ccccc4)cc3C(=O)NCc3cccc(Br)c3)C2)cc1 (stereo not given) as listed: 0.0 | x | 7

Shown with each value named: 2 of the compounds above.
16. CC1Sc2ccc(S(=O)(=O)CCC(=O)N3CCCC3)cc2NC1=O (stereo not given)
  STK33 inh: -1.3
  KCNQ2 inh: i
  OX1R FRET antag: 9
17. CCNC(=S)NCc1ccc(OC)c(OC)c1
  STK33 inh: -0.7
  KCNQ2 inh: i
  OX1R FRET antag: 16

The listing continues.
Values run as follows: STK33 inh, KCNQ2 inh, OX1R FRET antag
(31) COc1ccc(NC(=O)C2CCN(Cc3cnn(-c4ccccc4)c3-n3cccc3)CC2)cc1OC
  -1.8, i, 15
(32) Cc1ccc(S(=O)(=O)Nc2cc(C(=O)N3CCOCC3)ccc2N2CCCCC2)cc1
  0.5, i, 23
(33) O=C(COC(=O)/C=C/c1cccc(F)c1)NC(=O)NC1CCCC1
  -0.4, x, 9
(34) Cc1nn(CC(=O)NNC(=S)Nc2ccccc2)c(C)c1[N+](=O)[O-]
  -0.5, i, 13
(35) Cc1cc(NC(=O)CSc2n[nH]c(=O)[nH]c2=O)ccc1Br
  0.4, i, 8
(36) COc1ccc(OCCCC(=O)OC(C)C(=O)Nc2cccc(C(C)=O)c2)cc1 (stereo not given)
  2.8, i, 64*
(37) O=C(NCCC1=CCCCC1)C1CCN(C(=O)c2ccc(Cl)cc2)CC1
  -1.8, i, 14
(38) O=C(CCc1nc2sc3c(c2c(=O)[nH]1)CCCC3)N1CCN(c2ccccc2)CC1
  -1.6, i, 16
(39) COC(CNS(=O)(=O)c1cc2c3c(c1)CCN3C(=O)CC2)OC
  -0.1, i, 0
(40) Cc1ccc(Cl)cc1NC(=S)N/N=C/c1cccc2ccccc12
  4.9, i, 17
(41) C#CCNc1nc(C(C)C)nc2c1nnn2Cc1ccccc1F
  -2.1, i, 15
(42) COc1ccc(C2(C)NC(=O)N(CC(=O)NC3(C#N)CCCCC3)C2=O)cc1 (stereo not given)
  1.4, i, 11
(43) C#CCOCCOCCOCCNc1nc(N2CCOCC2)nc(N2CCN(C(=O)[C@H](Cc3ccc(O)cc3)n3cc([C@@H](N)CC(C)C)nn3)CC2)n1
  -1.2, i, 14
(44) CCOc1ccc(CNC(=O)C2Cc3cc(S(=O)(=O)N4CCCCC4)ccc3N2C(C)=O)cc1 (stereo not given)
  -2.6, i, 13
(45) CS(=O)(=O)N(CCc1ccccc1)CC(=O)Nc1ccc(OCc2ccccc2)cc1
  -0.4, i, 28
(46) Nc1ccc2nc3n(c(=O)c2c1)CCC3
  0.4, i, 12
(47) CC(CC(=O)Nc1ccc(C(N)=O)cc1)c1ccccc1 (stereo not given)
  -1.2, i, 7
(48) Cc1cc(C(=O)CSc2nnc(C3COc4ccccc4O3)n2C)c(C)n1-c1ccc(F)cc1 (stereo not given)
  -3.7, i, 30
(49) O=C(NCc1cccc(F)c1)c1noc2c1CCCC2
  -1.2, i, 10
(50) COc1ccc(S(N)(=O)=O)cc1-c1nnc2c3ccccc3c(C)nn12
  -1.1, i, -2
(51) FC(F)(F)c1cc(-c2ccco2)nc(NCc2cccnc2)n1
  0.4, i, 5
(52) Cn1c(C(C#N)C(=O)c2ccco2)nc2ccccc21 (stereo not given)
  7.7, i, 21
(53) CC(Cc1ccccc1)NC(=O)c1cc([N+](=O)[O-])ccc1Cl (stereo not given)
  -0.1, i, 34
(54) CCN(CC)C(=O)CP(=O)(c1ccccc1)c1ccccc1
  -0.1, i, 14
(55) Clc1ccc(Sc2cc(N3CCOCC3)nc(-c3ccccc3)n2)cc1
  1.0, i, 18
(56) Cn1ccnc1SCc1cccc([N+](=O)[O-])c1
  -2.7, i, 20
(57) CCOC(=O)c1c(NC(=O)CSc2nnc(CNc3ccc(C)cc3C)o2)sc(C)c1C
  0.3, i, -5
(58) Cc1nccc(-c2ccc3c(c2)OCO3)n1
  0.5, i, 17
(59) O=C(CSc1nnc2ccccn12)NC(=O)Cc1ccccc1
  -0.8, i, 18
(60) Cc1c(C(=O)N/N=C/c2cccnc2)sc(=S)n1C
  1.8, i, 60

3 structures from above, sorted by molar mass, falling:
Values run as follows: STK33 inh, KCNQ2 inh, OX1R FRET antag
(23) CCN(CC(=O)Nc1ccccc1C(F)(F)F)C(=O)CSCc1c(C)noc1C
  0.4, i, 16
(13) Cc1ccc(C(NC(=O)Nc2ccccn2)C(Cl)(Cl)Cl)cc1F (stereo not given)
  -0.4, i, 13
(40) Cc1ccc(Cl)cc1NC(=S)N/N=C/c1cccc2ccccc12
  4.9, i, 17

Additional compounds follow.
Values run as follows: STK33 inh, KCNQ2 inh, OX1R FRET antag
(61) CC(C)NC(=O)CN1CCN(C(=O)c2ccc3oc(CCCc4ccccc4)nc3c2)CC1
  0.5, i, 5
(62) CCS(=O)(=O)N1CCC(C(=O)NCc2ccc(OC)cc2OC)CC1
  0.6, i, 19
(63) CCCN(CC(=O)Nc1ccc(C(N)=O)cc1)CC(=O)Nc1ccccc1C
  -5.4, i, 18
(64) O=C(/C=C/Nc1ccc(OC(F)(F)F)cc1)C(F)(F)F
  0.3, i, 1
(65) CCOc1ccc(C(C(=O)NC2CCCC2)N(C(=O)c2snc(C(N)=O)c2N)c2cccc(O)c2)cc1 (stereo not given)
  -0.6, i, 14
(66) CCOC(=O)c1oc2ccc(S(=O)(=O)n3nc(-c4ccc(OC)cc4)cc3N)cc2c1C
  0.5, i, 30
(67) O=C(COC(=O)c1cc(NS(=O)(=O)c2cccs2)ccc1O)Nc1ccc(F)c(F)c1F
  -0.9, i, 16
(68) CC(C)=CC(=O)OCC(=O)Nc1cc([N+](=O)[O-])ccc1F
  -2.5, i, 18
(69) Cc1c2cnn(CC(=O)NCCCN3CCCCC3)c(=O)c2c(C)n1Cc1ccccc1
  -1.7, i, 3
(70) CC(=O)Nc1ccc(C)c([N+](=O)[O-])c1
  2.0, i, 12
(71) Clc1ccc(CSc2nnc(-c3ccc4c(c3)OCO4)o2)cc1
  -0.8, i, 40
(72) O=Cc1c(-c2ccccc2)cc2oc3ccccc3cc1-2
  -0.8, i, -3
(73) CCOC(=O)c1ccc(NC(=O)c2ccccc2)cc1
  -0.3, i, 4
(74) Cc1ccc(SC(C)C(=O)Nc2ccc(S(=O)(=O)N3CCOCC3)cc2)cc1 (stereo not given)
  -2.2, i, 7
(75) c1ccc(-c2ccnc3nc(-n4cccc4)nn23)cc1
  -0.3, i, 2
(76) CN(CC(=O)O)S(=O)(=O)c1cc(Cl)ccc1Cl
  -1.5, i, 12
(77) CCc1c(O)cc(=O)n(-c2ccccc2)c1-c1ccccc1
  -0.1, i, 25
(78) COc1ccc(-c2c(-c3ccsc3)oc3ccc(N4CCOCC4)cc23)cc1
  -1.0, i, 7
(79) Cc1nn(-c2ccccc2)c2sc(C(=O)n3cccn3)cc12
  -0.1, i, 15
(80) COc1ccc(-c2nnc(SCC(=O)N3CCOCC3)o2)cc1
  -0.5, i, 9
(81) Cc1ccn2c(-c3n[nH]c(=S)n3C)c(C)nc2c1
  0.6, i, 8
(82) Cn1c(=O)c2c(nc(SCC(=O)c3ccccc3F)n2C)n(C)c1=O
  -0.6, i, 12
(83) CC(Oc1ccc(Br)cc1)C(=O)Nc1nc(-c2ccccn2)cs1 (stereo not given)
  0.5, i, 40
(84) c1ccc(CNc2nc(NCc3ccco3)nc(N3CCOCC3)n2)cc1
  0.4, i, 24
(85) COc1ccccc1CNC(=O)C(=O)NCC1OCCN1C(=O)c1ccc(Cl)cc1 (stereo not given)
  -1.1, i, 13
(86) COc1cc(NC(=O)C(=O)N2CCN(C)CC2)c(OC)cc1Cl
  -6.4, i, 13
(87) O=C(Cn1cnc(S(=O)(=O)N2CCOCC2)c1)Nc1ccc(OC(F)(F)F)cc1
  x, i, 10
(88) COC(=O)c1c(NC(=O)CN2CCCc3ccccc32)sc(C)c1C
  x, -7.7*, 6
(89) CCN(CC)CCCn1c2c(c(SCC(=O)N3CCCc4ccccc43)nc1=O)CCC2
  -1.3, i, 12
(90) O=C(CCc1nnc(CCC2CCCCC2)o1)NCc1ccon1
  -0.5, i, 14
(91) COc1ccccc1NNC(=O)c1cc(C(C)(C)C)nn1Cc1ccccc1
  0.2, i, 55
(92) Cc1cc(O)ccc1Nc1nc(-c2sc(N)nc2C)cs1
  1.0, i, 12
(93) O=[N+]([O-])c1cc([N+](=O)[O-])c(Oc2cc(Cl)ccc2Cl)cc1NC1CCCCCCC1
  -0.4, i, 29
(94) CN(C(=O)c1cc2sccc2n1C)C1CCCCC1
  -1.4, i, 5
(95) O=C(NCc1ccccc1C(F)(F)F)C1CCC(=O)N(C2CCCCCC2)C1 (stereo not given)
  -3.6, i, 8
(96) CC(CCc1ccccc1)NC(=O)CSc1ccccn1 (stereo not given)
  -3.4, i, 13
(97) CC(=O)N1CCN(C(=O)Cn2c(=O)oc3ccccc32)CC1
  0.4, i, 17
(98) CC(=O)Nc1ccc(S(=O)(=O)N2CCC(C(=O)O)(c3ccccc3)CC2)cc1
  x, i, -1
(99) COC(C(=O)Nc1ccccc1F)c1ccccc1 (stereo not given)
  -1.3, i, 9
(100) O=S(=O)(c1ccc(F)cc1)N1CCN(C(=S)NCC2CCCO2)CC1 (stereo not given)
  -1.5, i, 16
(101) C/C(=C\C(=O)c1ccccc1)NCc1ccc(F)cc1
  -1.4, i, 35

Assay outcomes (PubChem BioAssay)
